# Screens from PubChem.
# H9c2 TAG inh: inhibitors of triacylglycerol accumulation, primary screen, cell-based, uHTS, fluorescence, H9c2; AID 651582, 2012; hit rate 0.66% among 230,000; inhibition, % at 12.5 µM; H9c2 cells, Nile Red lipid (TAG) fluorescence; cells loaded with 200 µM oleic acid;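 active = pattern-corrected inhibition of lipid staining of at least 50% with the nuclear-stain viability signal not falling by more than 50%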;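 note: 0% = DMSO wells and 100% = triacsin C control wells; some results filed as inactive read as strong as hits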
# H9c2 TAG inh DAPI viability: recorded beside H9c2 TAG inh, whose call it bears; DAPI nuclei signal change (viability), lower = more cytotoxic, %;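 whole-well DAPI fluorescence read on a plate reader as a viability signal; minus 50 percent equals half of cells still viable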
# * hit, by the source's call; & = joins results of further samples.
SMILES,H9c2 TAG inh,H9c2 TAG inh DAPI viability
COc1ccc(COc2cc(-c3cccc(OC)c3)nc3ccc(NC(=O)c4ccc(C)cc4)cc23)cc1,28,21
CCC(Oc1ccccc1)C(=O)OCC(=O)Nc1c(C)nn(-c2ccccc2)c1C (centres undefined),0,-4
CCOCCCn1cnc2c([nH]c3cc(OC)ccc32)c1=O,-10,7
C[C@H](CO)N1C[C@H](C)[C@H](CN(C)S(=O)(=O)c2ccc(-n3cccn3)cc2)OCc2cnnn2CCCC1=O,7,-7
COc1ccccc1N=C1NC(=O)/C(=C/c2ccc(N(C)C)cc2)S1,26,-19
CN(c1ccccc1)S(=O)(=O)c1ccc(Cl)c(C(=O)Nc2nn[nH]n2)c1,-5,-5
O=C(O)C1C2C=CC(C2)C1C(=O)NCc1ccccc1F (centres undefined),8,-7
COc1ccc(S(=O)(=O)N(CC(=O)Nc2ccc3c(c2)OCO3)c2ccccc2OC)cc1,-13,8
CC(=O)Nc1ccc(NC(=O)CSc2nnc(-c3cccs3)n2N)cc1,20,-15
CCC(=O)c1ccc(OCC(=O)Nc2ccccc2C(=O)NC2CC2)cc1,0,5
O=c1[nH]c(-c2ccc(Cl)cc2)nc(=S)[nH]1,8,-8
COc1ccc(-c2ccc3c(c2)O/C(=C\c2ccsc2)C3=O)cn1,-18,-4
O=C(N1CCN(S(=O)(=O)c2ccc(Cl)cc2)CC1)n1ccnc1,-2,-7
O=C(CCNC(=O)c1ccc([N+](=O)[O-])cc1)Nc1ccccc1N1CCCCC1,10,-5
O=C(Nc1cc(S(=O)(=O)N2CCOCC2)ccc1Cl)C1CCC1,0,-4
CN1CCN(S(=O)(=O)c2ccc(Oc3ccc(F)cc3Br)nc2)CC1,-4,4
CCOC(=O)CSc1nnc(NCC(=O)OC(C)C)c(=O)[nH]1,0,-4
Cn1nccc1C(=O)N/N=C/c1ccccc1[N+](=O)[O-],8,-3
O=C(C1CCCN(C2CC(=O)N(c3ccc(F)cc3)C2=O)C1)N1CCCC1 (centres undefined),9,-7
CCCC(=O)N/C(N)=N/c1nc2ccccc2o1,12,-1
O=C(Nc1nncs1)c1cccc(S(=O)(=O)N2CCCCC2)c1,8,2
O=C(CN1C(=O)CSc2ccc(S(=O)(=O)N3CCCCCC3)cc21)NCCc1ccccc1,-12,6
Cc1ccc(NC(=O)c2cc([N+](=O)[O-])ccc2N2CCCC2)cc1,2,-1
C=CCNC(=O)c1ccc(C2SCC(=O)N2Cc2ccco2)cc1 (centres undefined),7,-6
COc1ccc(NC(=O)CN(c2ccccc2OC)S(=O)(=O)c2cccs2)cc1Cl,-2,-1
Cc1csc(CNc2ncnc3ccc(-c4cccnc4)cc23)c1,1,1
O=C(Nc1cccc(-n2cnnn2)c1)c1ccc(C(F)(F)F)cc1,9,-5
COc1ccc(N(C)S(=O)(=O)c2cccc(C(=O)NCC3CCCCC3)c2)cc1,10,-12
COc1ccc2nc3cc(Cl)ccc3c(Nc3cc(CN4CCCC4)c(O)c(CN4CCCC4)c3)c2n1,114,-79
C=CCn1c(SCC(=O)NC(=O)c2cccc([N+](=O)[O-])c2)nnc1-c1ccccc1,-12,-3
COc1ccc(NC(=O)CN(c2ccc(OC)c(Cl)c2)S(=O)(=O)c2ccccc2)c(OC)c1,-19,1
CC1CCCCC12NC(=O)N(CC(=O)N1CCN(C(=O)c3cccs3)CC1)C2=O (centres undefined),7,3
COc1cccc(NC(=O)C2(C)CCCN2C(=O)C(C)C)c1 (centres undefined),-3,5
COc1ccc([N+](=O)[O-])cc1N(CC1CO1)S(=O)(=O)c1ccc(C)cc1 (centres undefined),-5,2
CN1CCN(c2ccc(CNS(=O)(=O)c3cccc(F)c3)cc2)CC1,-9,-4
CC(=O)Nc1cccc(OCCCOc2cccc([N+](=O)[O-])c2)c1,-10,5
COc1cccc(C(=O)NNS(=O)(=O)c2ccc(F)cc2)c1,4,-12
CCC1CCCCN1S(=O)(=O)c1c(C)n(C)c(=O)n(C)c1=O (centres undefined),9,3
CCn1nnnc1SCC(=O)NCc1ccco1,12,-12
COc1ccc(OCCCC(=O)OCC(=O)NNC(=O)c2ccc([N+](=O)[O-])cc2)cc1,18,-9
CCCCC(c1nnnn1CC1CCCO1)N1CCN(c2cc(Cl)ccc2C)CC1 (centres undefined),-7,3
Cc1cccc(Oc2ccccc2NC(=O)CN2C(=O)NC3(CCCC3)C2=O)c1,-9,1
S=c1[nH]c(-c2ccccc2)cn1/N=C/c1ccc(Br)cc1,17,-21
Cc1ccc(N2C(=O)[C@@H]3[C@H](C2=O)[C@H]2C=C(C(=O)c4ccccc4)C=CN2[C@@H]3C(=O)c2ccc(Cl)cc2)cc1,-9,10
O=C(NCc1ccco1)Nc1ccc(OC(F)(F)F)cc1,-11,-1

# For reference, part of the list above:
SMILES,H9c2 TAG inh,H9c2 TAG inh DAPI viability
COc1ccc(NC(=O)CN(c2ccccc2OC)S(=O)(=O)c2cccs2)cc1Cl,-2,-1
Cc1csc(CNc2ncnc3ccc(-c4cccnc4)cc23)c1,1,1
O=C(Nc1cccc(-n2cnnn2)c1)c1ccc(C(F)(F)F)cc1,9,-5
COc1ccc(N(C)S(=O)(=O)c2cccc(C(=O)NCC3CCCCC3)c2)cc1,10,-12
COc1ccc2nc3cc(Cl)ccc3c(Nc3cc(CN4CCCC4)c(O)c(CN4CCCC4)c3)c2n1,114,-79
C=CCn1c(SCC(=O)NC(=O)c2cccc([N+](=O)[O-])c2)nnc1-c1ccccc1,-12,-3
COc1ccc(NC(=O)CN(c2ccc(OC)c(Cl)c2)S(=O)(=O)c2ccccc2)c(OC)c1,-19,1
CC1CCCCC12NC(=O)N(CC(=O)N1CCN(C(=O)c3cccs3)CC1)C2=O (centres undefined),7,3
COc1cccc(NC(=O)C2(C)CCCN2C(=O)C(C)C)c1 (centres undefined),-3,5
COc1ccc([N+](=O)[O-])cc1N(CC1CO1)S(=O)(=O)c1ccc(C)cc1 (centres undefined),-5,2
CN1CCN(c2ccc(CNS(=O)(=O)c3cccc(F)c3)cc2)CC1,-9,-4
CC(=O)Nc1cccc(OCCCOc2cccc([N+](=O)[O-])c2)c1,-10,5
COc1cccc(C(=O)NNS(=O)(=O)c2ccc(F)cc2)c1,4,-12
CCC1CCCCN1S(=O)(=O)c1c(C)n(C)c(=O)n(C)c1=O (centres undefined),9,3
CCn1nnnc1SCC(=O)NCc1ccco1,12,-12
COc1ccc(OCCCC(=O)OCC(=O)NNC(=O)c2ccc([N+](=O)[O-])cc2)cc1,18,-9
CCCCC(c1nnnn1CC1CCCO1)N1CCN(c2cc(Cl)ccc2C)CC1 (centres undefined),-7,3
Cc1cccc(Oc2ccccc2NC(=O)CN2C(=O)NC3(CCCC3)C2=O)c1,-9,1

# (further entries)
SMILES,H9c2 TAG inh,H9c2 TAG inh DAPI viability
O=S(=O)(NCc1ccc(F)cc1)c1ccc2c(c1)OCCO2,-8,-7
CCOC(=O)c1c(-c2ccc(F)cc2)csc1NC(=O)C1CCCO1 (centres undefined),-26,10
COc1cc2c(cc1OC)C1=C(C#N)CCC(=O)N1CC2,4,-4
Cc1ccc(SCCN2CCN(CC(C)C)CCC2=O)cc1,-9,9
CCn1cc(/C=C2\SC(=O)N(CC(=O)Nc3ccc4c(c3)OCO4)C2=O)c2ccccc21,-22,9
OCC1(CCc2ccccc2)CCN(Cc2cccn2-c2cccnc2)CC1,-7,16
Cc1cccc(C)c1NC(=O)CNC(=O)CCC(=O)N1CCOCC1,8,-4
Cc1ccc(S(=O)(=O)/N=C(\c2ccc(Cl)cc2)N2CCOCC2)cc1,-7,-14
O=C(O)CCC(=O)NNC(=O)c1cccs1,-6,4
NC(=O)NCC(=O)N1CCC(C(O)(c2ccccc2)c2ccccc2)CC1,6,-1
COc1ccc(-c2cc(C(F)(F)F)nc(S(=O)(=O)CCCC(=O)Nc3cccnc3Cl)n2)cc1OC,107,-83
CN(C)c1ccc(S(=O)(=O)N2CCCCC2)cc1NC(=O)CN1C(=O)NC(C)(c2ccccc2)C1=O (centres undefined),-9,4
COC(=O)c1c(C)nc(C)c(C(=O)OC)c1-c1ccsc1,-4,9
Cc1cccn2cc(-c3cc4ccccc4oc3=O)nc12,-6,0
CC1(C(=O)Nc2ccc(Cl)cc2)Cc2c(-c3cccc(C(F)(F)F)c3)ccnc2O1 (centres undefined),-5,-4
COCCNC(=O)CSc1nc2nn(-c3ccccc3)c(=O)c-2c2n1CCCCC2,5,-2
Cc1ccc(S(=O)(=O)C2(C(=O)Nc3ccc(F)cc3)CC2)cc1,4,1
O=C(c1ccc(-c2ccccc2)cc1)C1CCCN(Cc2ccncc2)C1 (centres undefined),-25,8
Cc1c(C)c2c(C)nn(-c3ccccc3)c2[nH]c1=O,-3,9
COc1ccccc1OCCNC(=O)CNC(=O)c1ccc2c(c1)OCO2,9,5
N#CC1(NC(=O)CSc2nc3ccc([N+](=O)[O-])cc3s2)CCCCC1,5,2
Cc1ccc2c(c1)N(C(=O)CCC(=O)NCc1cccnc1)CCO2,-8,4
O=C(NC1C/C(=N/O)c2cc3c(cc21)OCO3)C(F)(F)F (centres undefined),9,-9
Cc1cc(C)c2c(C)c(C(=O)NCc3ccc(S(N)(=O)=O)cc3)oc2c1,-5,1
O=C(Cc1ccccc1)NC1c2ccccc2-c2ccccc21,12,-11
CCCNC(=O)COC(=O)c1ccccc1OCc1ccc(Cl)cc1,-16,1
C=CCn1cnc2c(NCc3ccccc3)ncnc21,-24,1
COc1cccc(-c2nc(-c3cccs3)no2)c1,-3,-3
O=C(c1ccc(-c2nc3ccccc3s2)o1)N1CCN(c2ccccc2O)CC1,15,5
Cc1nc(N2CCc3ccccc3C2)[nH]c(=O)c1Cc1ccccc1,-30,-6
Cc1ccc(NC(=O)C2=C(O)c3sccc3N(C)S2(=O)=O)cc1,-12,8
OC(c1ccc(Cl)c(Cl)c1)c1ncc(-c2ccc(Cl)cc2)[nH]1 (centres undefined),-12,166
COc1ccc(C(C#N)=Cc2ccc(OC)c(OC)c2)cc1,2,-3
CC(C)(C)OC(=O)C[C@H]1C/C=C\C[C@@H](CC(=O)N[C@H](CO)Cc2ccccc2)C(=O)N2CCC[C@H]2COC1=O,-13,-13
Cc1ccccc1NC(=O)CCC(=O)N/N=C/c1ccncc1,-5,10
COCCN(C(=O)c1cc2c(s1)CCCCC2)c1c(N)n(CC(C)C)c(=O)[nH]c1=O,-10,7
CCOC(=O)c1oc2cccc(O)c2c1C,-7,11
COc1ccc(C(=O)/C=C/NCc2ccc(F)cc2)cc1OC,4,-8
CCCc1cc(=O)[nH]c(SCC(=O)NCCC2=CCCCC2)n1,1,-6
Fc1ccc(Cn2cccc2C2=NC(c3ccccc3)CO2)cc1 (centres undefined),-14,-1
O=S(=O)(/N=C(/Nc1ccc(Cl)c(S(=O)(=O)Nc2ccccc2Cl)c1)c1ccc(F)cc1)c1ccccc1,-6&6,6&8
COc1ccc(-n2c(SCC(=O)N3CCN(c4ccccc4)CC3)nc3c(c2=O)SCC3)cc1,1,-7
CC(NC(=O)c1ccc(C(C)(C)C)cc1)C(c1cccs1)N1CCOCC1 (centres undefined),6,-2
CN(C(=O)COC(=O)c1cc(-c2ccc(Cl)s2)nc2ccccc12)C1CCS(=O)(=O)C1 (centres undefined),8,46
O=C(CCS(=O)(=O)c1cccc2nonc12)NCCc1ccccc1Cl,3,6
O=C(O)CC1c2ccccc2S(=O)(=O)N1Cc1ccccc1 (centres undefined),6,-5
Cc1cc2ncn(C(=O)N3CCCC3)c2cc1C,15,-2
COc1ccc(Br)cc1CN(C)C(=O)c1ccccc1SCC(=O)N1CCCC1,6,-10
CC(C)(C)Cc1nnc(NS(=O)(=O)c2ccccc2)s1,15,-11
CN(CC(=O)Nc1ccc(OC(F)(F)F)cc1)C1CCCCC1,5,3
C=CC[C@@H](CC(=O)OC(C)(C)C)C(=O)OC[C@@H]1CCCN1C(=O)[C@H](CC=C)CC(=O)NCCO,-5,-11
CCOc1ccc(S(=O)(=O)N2CCN=C2c2ccccc2)cc1,9,-15
CN(C)CCCN1C(=O)c2oc3ccc(Cl)cc3c(=O)c2C1c1cccnc1 (centres undefined),12,-2
O=C(N/C=C/n1cnc2cc(C(F)(F)F)ccc21)c1ccccc1F,-8,-4
Cc1onc(-c2ccccc2)c1C(=O)NC(=S)NNC(=O)c1cc(-c2ccc(F)cc2)n[nH]1,10,-3
CN1CCn2cnc(C(=O)NCc3ccccc3)c2C1=O,-7,-3
COc1nccnc1NS(=O)(=O)c1ccc(N/C=C2\CCCCC2=O)cc1,26,-6
Cc1cc(=O)oc2cc(OCC(=O)Nc3ccc(S(=O)(=O)N(C)C)cc3)ccc12,3,2
CCCn1c(C)cc(C(=O)COC(=O)CN=C2NS(=O)(=O)c3ccccc32)c1C,-5,6
Cc1ccc(NC(=O)NNc2cccc(Cl)n2)cc1,-13,9
# More structures
SMILES,H9c2 TAG inh,H9c2 TAG inh DAPI viability
CC(C)NC(=O)NC1C2CC3CC(C2)CC1C3 (centres undefined),-5,-1
N#CCCN(C(=O)COC(=O)c1cc(=O)c2ccccc2o1)c1ccccc1,-28,3
O=C(NC(=S)Nc1ccc(F)cc1)c1ccc2c(c1)OCCO2,-6,6
CNc1ccc(S(=O)(=O)NCC(=O)OC(C)C(=O)N(C)Cc2ccccc2)cc1[N+](=O)[O-] (centres undefined),-9,2
CC(C)CNC(=O)C(=O)NCC1OCCN1S(=O)(=O)c1cccs1 (centres undefined),19,11
CC(=O)N1c2ccc(S(=O)(=O)N3CCC(C(=O)NC4CCCCC4C)CC3)cc2CC1C (centres undefined),13,-6

# This is a subset; count on the stated rates, not on these rows.
